# Bioassay records (PubChem)
# CF NFkB inh = cystic fibrosis NF-kB activation inhibition | inhibition, % at 5 µM | KKLEB NF-kB-GFP reporter, PAF-induced, GFP fluorescence overnight | actives 0.86% (n = 360,000) | AID 588850;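 active means at least 50% inhibition at 5 µM, scaled per plate between neutral and stimulator controls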;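 further: PAF is a Pseudomonas aeruginosa culture filtrate used as stimulus; plate controls were PAF-stimulated DMSO wells for no effect and unstimulated DMSO wells for full effect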
# KKLEB tox = counter-screen for CF NF-kB inhibitors: cytotoxicity | KKLEB CF airway cells viability, ATPlite luminescence, overnight; hits give low values; cells stimulated with P. aeruginosa culture filtrate | activity change (cytotoxicity), % at 5 µM | actives 0.36% (n = 360,000);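 active means corrected activity change at or below -50% at 5 µM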
# NR5A2 inv ag = suppresses constitutive activity of human LRH-1 | HEK293T StAR-luciferase reporter, LRH-1 transfected, 24 h | inhibition, % at 3.6 µM | actives 0.13% (n = 360,000) | AID 602396;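 active means inhibition above the mean inhibition of all tested compounds plus 3 SD, cut at about 73% in these data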;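 further: 0% = DMSO wells and 100% = reporter-only cells lacking LRH-1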
# Target sequence (O00482 whole entry, looked up): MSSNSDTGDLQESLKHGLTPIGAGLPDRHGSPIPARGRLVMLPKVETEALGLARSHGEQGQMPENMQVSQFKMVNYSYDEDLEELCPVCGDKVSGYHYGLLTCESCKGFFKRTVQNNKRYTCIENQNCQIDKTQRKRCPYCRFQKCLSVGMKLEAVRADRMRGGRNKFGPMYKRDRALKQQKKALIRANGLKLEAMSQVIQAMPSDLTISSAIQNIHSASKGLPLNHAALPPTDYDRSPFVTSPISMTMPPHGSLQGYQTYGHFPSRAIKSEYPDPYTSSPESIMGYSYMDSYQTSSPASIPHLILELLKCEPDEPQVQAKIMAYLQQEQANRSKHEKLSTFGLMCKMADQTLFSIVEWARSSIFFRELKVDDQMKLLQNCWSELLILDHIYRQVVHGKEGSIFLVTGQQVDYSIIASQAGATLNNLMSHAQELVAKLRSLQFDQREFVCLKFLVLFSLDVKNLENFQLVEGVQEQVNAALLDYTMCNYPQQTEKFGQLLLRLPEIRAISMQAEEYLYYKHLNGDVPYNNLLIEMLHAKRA
# NCOA3 inh = inhibitors of human steroid receptor coactivator 3 (SRC3) | Q9Y6Q9 | actives 0.17% (n = 360,000) | HEK293 GAL4-SRC3 luciferase reporter, luminescence | AID 588352 | inhibition, % at 3.6 µM;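 active means inhibition above a per-campaign cutoff, the mean of all compounds plus 3 SD, cut at about 60% in these data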;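 further: 0% = DMSO-treated cells and 100% = gossypol-treated cells at 36 µM; higher means less SRC3-driven luciferase light from the GAL4 reporter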
# COUP-TFII inh = blocks human COUP-TFII nuclear receptor. P24468. HEK293T NGFI-A luciferase reporter, luminescence. inhibition, % at 8.6 µM. actives 0.7% (n = 370,000). AID 686940;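 active means inhibition above a per-plate cutoff, mean inhibition of test wells between control levels plus 3 SD, cut at about 38% in these data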;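 further: cells cotransfected with COUP-TFII expression vector driving the NGFI-A reporter; 0% = median of COUP-TF2 test wells and 100% = reporter-only cells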
# Target sequence (P24468 whole entry, looked up): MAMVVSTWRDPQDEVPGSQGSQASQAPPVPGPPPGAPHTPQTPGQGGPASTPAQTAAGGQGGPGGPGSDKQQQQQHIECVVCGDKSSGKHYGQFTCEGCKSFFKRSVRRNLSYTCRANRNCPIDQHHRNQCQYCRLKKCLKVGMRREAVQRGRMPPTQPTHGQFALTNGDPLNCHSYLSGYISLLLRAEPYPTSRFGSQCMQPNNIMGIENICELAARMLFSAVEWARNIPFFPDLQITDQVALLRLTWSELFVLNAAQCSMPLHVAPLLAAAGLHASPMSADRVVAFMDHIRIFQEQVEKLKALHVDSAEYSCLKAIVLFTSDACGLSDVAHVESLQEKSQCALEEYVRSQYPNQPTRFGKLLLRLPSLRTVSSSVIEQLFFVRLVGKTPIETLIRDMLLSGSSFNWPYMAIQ
# SRC1 inh = inhibitors of human steroid receptor coactivator 1 (SRC1); AID 588354; actives 0.12% (n = 360,000); Q15788; inhibition, % at 3.6 µM; HEK293 GAL4-SRC1 luciferase reporter, luminescence;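 active means inhibition above the campaign mean plus 3 SD, with each screening campaign given its own cutoff, cut at about 60% in these data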;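 further: 0% = DMSO treated cells and 100% = gossypol at 36 µM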
# EBV LMP1 NFkB = reduces LMP1-driven NF-kappaB luciferase signal; LMP1-induced NF-kappaB luciferase reporter cells, luminescence; inhibition, % at 12.5 µM; actives 0.69% (n = 350,000); in the data active means inhibition above about 41%;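 further: 0% = neutral control wells and 100% = reference inhibitor control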
# Shn3 3UTR inh = Schnurri-3 reporter inhibition in Clone20 osteoblasts; Clone20 osteoblast Shn3 3'UTR firefly luciferase, 24 h; inhibition, % at 12.5 µM; actives 0.52% (n = 360,000); AID 588674;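 active means mean inhibition of at least 75% with every replicate also reaching 75%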;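 further: 0% = median of neutral control wells and 100% = pilot-screen positive control compound; some compounds past the cut are filed as inactive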
# TROY signal inh = blocks TROY-dependent signaling in reporter cells; Q293 LMP1-TROYcd NF-kB luciferase reporter, 4 h; inhibition, % at 10 µM; actives 0.98% (n = 360,000); AID 1347056;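 active means compounds whose plate-normalised and pattern-corrected inhibition of the luciferase reporter signal at the single screening dose is 50% or more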
# TWEAK-Fn14 inh = inhibitors of TWEAK-Fn14 interaction signaling; inhibition, % at 10 µM; actives 2% (n = 360,000); TWEAK-stimulated Fn14 reporter cells, luciferase luminescence, 8 h; AID 1159606; in the data active means inhibition above about 50%
# C8 TRAIL sens = caspase-8 TRAIL sensitization | actives 1% (n = 360,000) | AID 624354 | NB7+C8 cells + TRAIL, ATPlite viability luminescence | inhibition (viability loss, TRAIL sensitization), % at 10 µM;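 active means compounds causing at least 50% loss of cell viability in the single-dose screen, relative to plate controls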
# Starred values were filed as active, the others as inactive; nt = not tested or not shown. Only part of the results is shown; count on the stated rates, not on these rows.
SMILES,CF NFkB inh,KKLEB tox,NR5A2 inv ag,NCOA3 inh,COUP-TFII inh,SRC1 inh,EBV LMP1 NFkB,Shn3 3UTR inh,TROY signal inh,TWEAK-Fn14 inh,C8 TRAIL sens
Cc1ccc(NCc2nnc(SCC(=O)Nc3ncc(C)s3)n2CC2CCCO2)c(C)c1 (stereo unspecified),10.5,0.7,13.9,7.6,4.3,7.0,3.2,0.1,-34.5,-0.3,-15.3
O=C(c1ccccc1)c1c(-c2ccccc2)[nH]n(-c2ccccc2)c(=O)c1=O,-7.5,10.9,1.4,9.2,6.5,0.4,-4.3,2.0,-0.3,0.3,-7.5
O=C(NCc1cccs1)c1ccc2c(c1)OCCO2,5.1,4.5,-34.2,-26.1,-11.8,-32.9,-7.4,-24.1,-39.2,-6.7,-9.4
CN(C(=O)COC(=O)c1ccccc1Nc1ccccc1)C1CCS(=O)(=O)C1 (stereo unspecified),9.4,-13.6,4.0,-8.5,8.6,4.8,-0.7,-2.5,nt,-9.2,15.1
COc1cccc(NC(=O)CCN2C(=O)c3ccc([N+](=O)[O-])cc3C2=O)c1,5.6,3.9,-4.8,10.8,9.7,-30.5,-12.0,0.3,44.2,-16.3,2.6
O=C(Cc1ncc(C(F)(F)F)cc1Cl)Nc1ccc(F)cc1,3.8,-14.8,-1.8,1.9,23.2,-6.1,-6.8,3.4,4.9,-20.6,-7.6
COc1ccc(C(=O)/C=C/c2cn(CC(O)CN3CCOCC3)c3ccccc23)cc1 (stereo unspecified),15.6,-6.8,3.5,2.5,nt,-8.0,8.0,-2.4,-3.4,-11.1,-12.1
Cc1cc(-c2n[nH]c(=S)n2/N=C/C(Cl)=C/c2ccccc2)n[nH]1,-46.3,3.3,-3.6,-40.6,-30.1,-47.7,-5.1,72.9,-8.1,6.6,5.1
C[C@H]1CN([C@@H](C)CO)C(=O)Cc2cc(NC(=O)CCC(F)(F)F)ccc2O[C@H]1CN(C)S(C)(=O)=O,-8.8,-1.3,23.2,-10.5,16.9,-14.6,5.6,-4.8,18.6,3.2,-5.0
CC(=O)Nc1cc(-c2ccccc2)cn2c(-c3cccc(C(C)=O)c3)cnc12,-71.8,13.6,9.1,-3.5,0.2,-15.4,nt,4.9,12.1,27.6,-10.4
Fc1ccccc1N1CCN(c2nc(-c3cccs3)nc3ccccc23)CC1,-1.3,-12.5,-3.0,7.9,-15.6,9.1,-2.4,-8.4,-4.8,17.6,0.9
Cc1ccc(N2CCN(S(=O)(=O)c3nnc(NC(=O)c4ccccc4)s3)CC2)cc1,26.1,-10.1,5.6,-26.4,1.5,6.5,-0.9,0.5,11.6,-1.9,-0.1
NC(=O)C1C(c2ccccc2)=C1c1ccccc1,2.7,-0.6,-3.2,6.8,8.1,3.0,-1.8,7.6,4.1,-0.6,4.3
CC(C)(C(=O)N1CCC1(C)C(=O)NC1Cc2ccccc2C1)c1ccccc1 (stereo unspecified),-29.7,7.2,-2.6,-24.4,9.1,-4.5,nt,-25.9,-14.5,-2.2,5.6
COc1ccccc1CN1CC(C(=O)NCCc2ncccc2C)CCC1=O (stereo unspecified),1.2,-1.5,10.5,18.6,-28.6,-4.4,12.9,15.8,-0.8,0.3,6.0
CC(OC(=O)Cc1n[nH]c(=O)c2ccccc12)C(=O)N(C)c1ccccc1 (stereo unspecified),-26.6,7.4,9.1,22.4,-1.1,16.7,4.6,2.7,2.1,-14.9,24.2
CN1N=C2c3ccccc3CCC2C1c1ccc(Cl)cc1 (stereo unspecified),12.8,-13.3,-6.8,-12.9,-12.6,-24.5,-60.5,-39.7,40.0,54.1*,-7.6
COc1cc(NC(=O)NCc2ccco2)ccc1-c1ccc(NC(=O)NCc2ccco2)cc1OC,-3.8,-13.9,38.1,-63.3,-16.2,-246.6,0.9,82.7*,20.8,-130.5,24.6
COc1cc(NC(=O)c2cc3ccccc3o2)ccc1NC(=O)c1ccco1,1.5,1.2,-7.9,-10.0,3.8,-9.2,11.7,-5.1,-18.3,4.5,21.8
COc1ccc(NC(=O)c2cc(-c3ccccn3)nc3ccccc23)c(OC)c1,-22.0,-5.8,27.7,-14.4,7.2,-6.4,11.6,13.4,9.4,10.8,2.0
O=C(c1cccc(S(=O)(=O)N2CCCCCC2)c1)N1CCN(c2ccccc2F)CC1,0.7,9.1,3.5,-0.6,2.2,3.9,5.3,8.1,-7.5,13.4,-4.6
CCCn1c(N)c(N(CCOC)C(=O)C2CCCC2)c(=O)[nH]c1=O,23.3,1.5,-9.5,4.0,3.2,-2.2,-2.7,-18.8,-27.3,-6.4,9.2
O=C(CCN1CCN(c2ccccc2)CC1)c1ccc(Cl)cc1,-18.5,11.9,-2.9,4.8,-0.5,-7.5,6.5,-5.4,5.0,3.5,-6.8
COC(=O)c1sccc1-n1cccc1C(=O)C(=O)Nc1ccc(F)cc1,0.8,-4.6,6.0,-1.0,16.3,-10.4,-1.6,11.6,8.3,6.2,-0.6
CCN1CCN(C(=O)c2cc(S(=O)(=O)N3CC(C)CC(C)C3)ccc2Cl)CC1 (stereo unspecified),7.7,-8.4,0.7,15.8,13.7,-6.3,2.6,-1.0,7.0,-3.5,-5.3
Clc1ccccc1Cc1noc(CN2CCN3CCCC3C2)n1 (stereo unspecified),18.6,-7.2,-6.1,18.9,3.9,-14.4,0.6,-32.7,-0.6,8.4,3.8
CCOc1cc(S(=O)(=O)n2cnc(C)c2)ccc1Cl,-23.8,9.0,-12.1,-16.1,10.8,-9.9,-0.6,0.1,-3.4,-36.6,-7.7
Cc1ccc(-n2c(=S)[nH]c3c(oc4ccccc43)c2=O)cc1C,0.2,-4.3,0.1,13.7,0.4,-0.8,-5.5,9.0,28.0,32.1,-8.9
O=C(Nc1ccccc1C1CC1)c1cccs1,-4.1,2.5,-41.4,-8.2,6.0,10.1,0.5,-9.1,nt,4.7,-1.1
COc1cc2c(cc1NC(=O)C(C)Sc1nc3ccccc3n1C)oc1ccccc12 (stereo unspecified),-2.9,0.2,14.8,8.2,-2.5,0.5,11.5,-11.6,-17.6,3.0,-6.4
Cc1ccc(C)c(C(=O)COc2ccccc2[N+](=O)[O-])c1,5.0,0.7,14.5,-13.4,-5.1,-3.5,-2.4,12.8,12.3,0.3,1.1
NS(=O)(=O)c1ccc(NC(=S)NCc2cccc(Cl)c2)cc1,-4.3,-5.9,8.1,24.9,-2.8,9.7,-4.4,-8.1,16.1,22.7,-0.1
CC(C)(CSc1nncn1/N=C/c1ccco1)NS(=O)(=O)c1ccc(Cl)cc1,8.0,-4.6,1.8,0.4,-14.5,-9.9,0.6,10.2,11.2,-7.2,3.6
CCOC(=O)N1CCN(C(=O)C(NS(=O)(=O)c2cccc3nsnc23)c2ccccc2)CC1 (stereo unspecified),-3.1,-4.6,3.0,-1.0,3.2,-3.8,-9.3,13.5,-3.9,4.0,-13.1
CCCNC(=O)c1ccc(N2CCC3(CC2)CC(c2ccccc2)=NO3)c(NC(=O)c2ccc(Br)cc2)c1,-11.8,-10.3,-5.8,1.4,-10.1,-4.0,8.4,10.9,-8.5,-26.6,2.5
Cc1ccc(-c2[nH]ncc2CN2CCN(C(=O)c3cccs3)CC2)cc1C,12.2,-10.2,-11.2,14.2,3.6,14.0,-6.1,30.1,15.9,-12.1,-3.4
COc1ccc(CNC(=O)C2Cc3c(-c4cccc(F)c4)ccnc3O2)cc1OC (stereo unspecified),-35.1,21.8,-9.9,-21.7,-9.8,0.8,nt,19.6,-1.0,-16.5,-11.1
Cc1nnc(NC(=O)c2ccc(S(=O)(=O)C(F)F)cc2)s1,-4.5,13.1,-87.8,-32.6,-21.3,-77.2,-5.4,-47.2,-28.5,-2.8,50.4*
COc1ccc(OCC(O)Cn2c(Nc3cccc(C)c3)nc3c2c(=O)n(C)c(=O)n3C)cc1 (stereo unspecified),-21.1,-7.6,-21.9,3.9,11.8,8.7,4.4,17.1,11.1,-7.5,1.8
O=C(COC(=O)c1ccccn1)NCc1ccccc1,-2.2,8.3,3.3,0.5,7.5,15.7,9.4,-17.2,-9.4,-10.3,10.0
CCn1c(=O)n(CC(=O)NCc2ccccc2OC)c(=O)c2ccccc21,-8.3,7.3,-0.4,2.6,-0.2,-1.5,1.2,-4.6,-1.2,-42.6,-7.0
COc1ccccc1OCC(=O)NCCc1nc2ccccc2[nH]1,-12.2,8.3,-21.6,3.4,-3.8,-3.0,6.9,8.5,-7.4,12.8,-1.2
CCOC(=O)CSc1nnc(NC(=O)c2cccc(S(=O)(=O)N3CCCCCC3)c2)s1,-5.4,1.4,1.1,1.0,-19.8,1.7,-3.3,-27.8,0.1,-0.6,0.7
COc1ccc(N2CCN(C(=O)CNC(=O)Cn3cnc4sc(C)c(C)c4c3=O)CC2)cc1,-27.6,7.0,2.4,1.9,-14.0,1.1,5.5,0.3,12.6,12.1,-7.8
C[C@@H](C(=O)N[C@H](C(=O)O)c1ccccc1)n1nnc2ccccc2c1=O,-5.5,6.1,-2.5,0.2,-3.4,5.0,7.4,20.1,13.1,14.6,-6.7
O=C(CSc1nnc(CNC(=O)c2ccccc2F)o1)NCc1ccco1,2.4,-7.6,12.7,12.2,-17.4,8.9,10.8,0.5,8.3,9.0,1.7
CCC(c1nnnn1CCOC)N(Cc1cc2cc(C)c(C)cc2[nH]c1=O)CC1CCCO1 (stereo unspecified),1.7,-0.8,8.2,15.4,-6.4,-4.1,-2.3,-18.7,2.9,11.8,-10.9
CCCCCCn1c(SCCOC)nc2c1c(=O)[nH]c(=O)n2C,1.2,5.9,-14.5,-13.5,-6.4,3.3,-7.8,-5.5,-15.7,-16.2,-17.7
COC(=O)C1=C(C)NC(=O)C1(NS(=O)(=O)c1ccc(NC(C)=O)cc1)C(F)(F)F (stereo unspecified),5.3,1.3,-4.2,11.2,24.4,-13.9,0.8,-4.5,12.8,6.9,-17.1
COC(=O)c1sc(N2C(=O)C(O)=C(C(=O)c3ccc(C)o3)C2c2cccs2)nc1C (stereo unspecified),-28.4,-0.8,-8.2,-14.2,-7.3,-38.6,8.8,3.3,-12.8,0.2,4.3
COc1ccc(OC)c(C2=NS(=O)(=O)N(C)C(C(=O)Nc3ccc(F)cc3F)=C2)c1,-3.6,3.8,33.1,-3.8,34.5,25.4,-5.2,66.0,16.0,11.8,-2.6
CCCCCN(C(=O)CCC(=O)OC(C)C(=O)Nc1cccc(C#N)c1)c1c(N)n(CCCC)c(=O)[nH]c1=O (stereo unspecified),19.9,2.6,-15.7,-26.1,0.7,-10.9,0.8,12.0,0.1,-1.1,-8.9

# A few values from the results shown:
# CC(=O)Nc1cc(-c2ccccc2)cn2c(-c3cccc(C(C)=O)c3)cnc12 in CF NFkB inh shows -71.8
# Cc1nnc(NC(=O)c2ccc(S(=O)(=O)C(F)F)cc2)s1 in SRC1 inh shows -77.2
